Source: PubChem BioAssay
p53 reactivator = restores transcriptional activity of mutant p53 | Potency, µM (series often up to 92.2 µM), without a hit: top-dose activity change, positive = activation, most hits filed as activators | 320,000 tested, 0.063% active | H1299 p53-A138V BP100-luciferase reporter, luminescence, 24 h; also: potency is read from the fitted curve at half-maximal effect; % of control where 0% means no effect; nearly all actives have a fitted effect of over 45% in size
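H1299 (p53-null), stable ts p53-A138V + BP100-Luc; 1000 cells/well, Opti-MEM/10% FBS; cpd 4 pt, 1:5; 24 h, 37 deg C, 5% CO2; detection reagent 10 min RT; luminescence.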
ELG1 DNA repair = inhibitors of ELG1-dependent DNA repair in HEK293T cells. HEK293T ELG1-luciferase reporter, luminescence, 16 h; DNA damage induced by 5-fluorouridine. Potency, µM (doses to about 46.1 µM), for the others: at the top dose activity change, negative = inhibition, hits mostly inhibitors. 330,000 tested, 2.3% active. AID 504467; also: potency is read from the fitted curve at half-maximal effect; % is scaled to controls: 0 for no effect and ±100 for the full control effect; nearly all actives have a fitted effect of over 55% in size
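Cells (2,000 per well) received 5-fluorouridine plus test compound or DMSO and were incubated 16 hr at 37 °C, 5% CO2. Luciferase activity was read by luminescence 30 min after ONE-Glo addition; signal suppression marked inhibition of damage-induced ELG1 function.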
BRCA1 expr up = increases BRCA1 expression. MCF7-BRCA1-FFLuc reporter, luminescence, 48 h; response scale: scaled: vehicle 0%, 10 µM genistein 100%. Potency, µM (highest dose often 46.1 µM), for the others: top-dose activation, usual class: activators. 380,000 tested, 1.1% active. AID 624202; also: potency is read from the fitted curve at half-maximal effect; nearly all actives have a fitted effect of over 80% in size; some results filed as inactive show a strong effect at the top dose
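Luminescence from a BRCA1-driven firefly luciferase in MCF7 cells was read after 48 h compound exposure at 37 C. Data normalized against DMSO and a 10microM genistein activation control, then curve-fitted across the titration.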
NPC1 prom act = activators of NPC1 promoter; Huh7 NPC1 promoter luciferase reporter, 24 h; Potency, µM (titrated, usually from 9.22 µM), for the others: at the highest dose activation, most hits filed as activators; 320,000 tested, 2.4% active; AID 485313;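 also: potency is read from the fitted curve at half-maximal effect; % of control where 0% means no effect; nearly all actives have a fitted effect of over 60% in size; reporter is driven by a mutant NPC1 promoter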
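NPC1 promoter–luciferase Huh7 cells; 24 h compound; luminescence.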
Rab9 promoter act = activates the Rab9 promoter | Potency, µM (top dose mostly 9.22 µM), inactives show at the highest dose activation, negative = inhibition, actives largely listed as activators | Huh7 Rab9 promoter-luciferase reporter, luminescence, 24 h | 320,000 tested, 2.8% active; also: potency is read from the fitted curve at half-maximal effect; % of control where 0% means no effect; nearly all actives have a fitted effect of over 60% in size
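Huh7 cells stably carrying Rab9 promoter–luciferase reporter, plated 1500 cells/well, compound added after 2 h and incubated 24 h at 37 °C; luciferase luminescence then read after 10 min with detection reagent.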
Tb PFK block = blocks T. brucei phosphofructokinase. O15648. T. brucei PFK, ADP-Glo luminescence. Potency, µM (series often up to 57.5 µM), inactives show at the highest dose activity, negative = inhibition, hits mostly inhibitors. 330,000 tested, 0.17% active. AID 485367;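 also: potency is read from the fitted curve at half-maximal effect; 0% = uninhibited 1x PFK enzyme wells and -100% = no-enzyme wells; nearly all actives have a fitted effect of over 60% in size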
Target sequence (O15648 whole entry, looked up): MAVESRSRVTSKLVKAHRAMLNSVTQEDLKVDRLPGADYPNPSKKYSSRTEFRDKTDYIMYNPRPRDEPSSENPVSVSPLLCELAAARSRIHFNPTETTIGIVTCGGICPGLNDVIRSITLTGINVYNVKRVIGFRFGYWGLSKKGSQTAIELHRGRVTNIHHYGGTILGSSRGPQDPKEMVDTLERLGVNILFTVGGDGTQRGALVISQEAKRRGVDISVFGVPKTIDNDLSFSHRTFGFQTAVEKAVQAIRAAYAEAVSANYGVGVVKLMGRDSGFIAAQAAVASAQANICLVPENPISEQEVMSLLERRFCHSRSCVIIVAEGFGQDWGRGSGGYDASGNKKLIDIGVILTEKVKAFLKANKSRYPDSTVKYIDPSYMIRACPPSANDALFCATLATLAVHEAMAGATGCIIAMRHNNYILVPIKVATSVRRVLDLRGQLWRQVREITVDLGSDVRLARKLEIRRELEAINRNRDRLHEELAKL
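In TEA buffer at pH 8.0 with 5 mM MgCl2, enzyme (1.25 nM) converted F6P (0.5 mM) and ATP (0.1 mM) for 45 min at room temperature. ADP product was read by luciferase luminescence.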
ELG1 genotox = induces genotoxicity in HEK293T cells with luciferase-tagged ELG1; HEK293T ELG1-luciferase reporter, luminescence, 16 h; Potency, µM (top dose mostly 46 µM), without a hit: at the top dose activity change, positive = activation, hits mostly activators; 330,000 tested, 1.3% active; AID 504466; also: potency is read from the fitted curve at half-maximal effect; % of control where 0% means no effect; nearly all actives have a fitted effect of over 60% in size
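ELG1-luciferase HEK293T cells, 2,000/well; compound pinned in; 16 hr, 37 °C, 5% CO2; ONE-Glo, 30 min RT; luminescence on CCD imager.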
FLuc modulator = firefly luciferase modulation, counter-screen for miR-21 project; 360,000 tested, 6.9% active; AID 588342; purified FLuc, Km substrates, luminescence inhibition; Potency, µM (titrated, usually from 57.5 µM), for inactives: at the highest dose activity change, negative = inhibition, most hits filed as inhibitors; P08659;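 also: potency is read from the fitted curve at half-maximal effect; plate controls were vehicle for no effect and reference inhibitor for full effect; nearly all actives have a fitted effect of over 55% in size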
Target sequence (P08659 whole entry, looked up): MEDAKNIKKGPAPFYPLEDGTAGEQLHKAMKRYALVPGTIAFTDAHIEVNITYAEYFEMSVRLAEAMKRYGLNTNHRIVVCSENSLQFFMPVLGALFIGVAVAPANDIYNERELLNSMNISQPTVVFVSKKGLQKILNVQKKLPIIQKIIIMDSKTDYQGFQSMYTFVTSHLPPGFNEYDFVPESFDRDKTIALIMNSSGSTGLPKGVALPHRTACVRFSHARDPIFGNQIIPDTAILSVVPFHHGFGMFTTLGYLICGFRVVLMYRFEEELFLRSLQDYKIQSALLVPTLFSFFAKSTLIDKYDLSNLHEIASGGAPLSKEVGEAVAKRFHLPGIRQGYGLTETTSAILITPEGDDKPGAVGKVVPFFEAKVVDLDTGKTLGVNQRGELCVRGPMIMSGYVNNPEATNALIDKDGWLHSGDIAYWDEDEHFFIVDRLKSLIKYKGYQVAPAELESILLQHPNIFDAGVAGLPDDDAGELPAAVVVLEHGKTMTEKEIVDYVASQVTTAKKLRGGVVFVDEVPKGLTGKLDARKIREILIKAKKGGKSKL
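Biochemical qHTS of compounds, final roughly 60 µM downward over six points, against 10 nM purified firefly luciferase using Km concentrations of substrates (10 uM D-luciferin, 10 uM ATP) in Tris acetate pH 7.5 buffer; luminescence output.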
TRPV1 agonist = human TRPV1 agonism; Q8NER1; TRPV1-expressing cells, Fluo-8 calcium influx, agonist mode; activation, % at 8.33 µM; 320,000 tested, 0.19% active; in the data active = activation above about 80%; inconclusive = between about 30% and that limit; also: 0% is about no effect
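TRPV1-expressing cells were cultured overnight at 35.5C and loaded with Fluo-8 calcium dye for 40 to 90 min at room temperature. After a 10 s baseline, compound was added and calcium influx was read kinetically for 3 min (ex 480/em 520 nm).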
Numbers without * were called inactive; ? = inconclusive; . = no result given; [ ] = dose if it differs, or a comment. Unless noted, calls follow the shape of the dose curve; as a rule, active = well fitted curve in the direction sought with a large enough effect; inconclusive = small, poorly fitted or top-dose-only effect, or another doubt; inactive = no such curve, though single readings can be large; an effect the other way counts as inactive or inconclusive.

Molecule | Tb PFK block | NPC1 prom act | p53 reactivator | FLuc modulator | ELG1 genotox | BRCA1 expr up | Rab9 promoter act | TRPV1 agonist | ELG1 DNA repair
COC(=O)c1c(NC(=O)CS(=O)(=O)c2ccc(C)cc2)sc2c1CCCCC2 | . | . | . | ? | . | -15% | . | 0 | .
CCCN(CCC)CCCNC(=O)c1cc2c(-c3ccc(Cl)cc3)nn(C)c2s1 | . | . | . | -5% | . | -69% | . | -5 | .
CCN(CC)c1ccc(-n2nc3cc(C)c(NC(=O)c4ccccc4C)cc3n2)c(C)c1 | . | . | . | 7% | . | -21% | . | 0 | .
COC(=O)c1c(NC(=O)CCCOc2cccc(C)c2)sc2c1C(C(=O)OC)CC2 (stereo unspecified) | . | . | . | ? | . | -12% | . | 18 | .
Cn1nnnc1SCCNCc1ccccc1OCc1ccc(Cl)cc1Cl | . | . | . | -16% | . | -36% | . | 28 | .
O=C(NCCc1nc2ccccc2n1CCOc1ccc(Cl)cc1)C1CCCCC1 | . | . | . | -5% | . | -59% | . | 7 | .
CCCOc1ccccc1C(=O)N1CCCCC1CCN1CCCCC1 (stereo unspecified) | . | . | . | 0% | . | 0% | . | 0 | .
Cc1nnc(SCC(=O)Nc2ccc(N(C)C)cc2)[nH]c1=O | . | . | . | -16% | . | 1% | . | -3 | .
CCc1ccc2occ(CC(=O)Nc3ccc(OC)c(Cl)c3)c2c1 | . | . | . | -19% | . | 12% | . | 24 | .
O=C(O)CSc1nc2ccc(NC(=O)COc3ccc(Cl)cc3)cc2s1 | . | . | . | ? | . | -6% | . | 5 | .
COc1ccc(NC(=O)c2sc3nc4c(cc3c2N)CN(Cc2ccccc2)CC4)c(OC)c1 | . | . | . | 4% | . | -19% | . | 5 | .
Cc1cccc(Cn2c(SCc3ccc(C(=O)N4CCCCCC4)cc3)nc3ccncc32)c1 | . | . | . | ? | . | -5% | . | 5 | .
CCc1cccc(NC(=O)CSc2ncccc2C(=O)Oc2ccccc2Cl)c1 | . | . | . | 5% | . | -40% | . | -5 | .
CCOc1ccc(CNCc2c(C(=O)O)n(Cc3ccccc3C)c3cc(OC)ccc23)cc1OC | . | . | . | -8% | . | -31% | . | -3 | .
COc1ccc(NC(=O)c2c(NC(=O)Cc3ccccc3)sc3c2CCCC3)cc1 | . | . | . | 3% | . | 2% | . | 17 | .
Cc1ccc(Cl)cc1N1CCN(CCCNC(=O)c2nnc(Cc3cccc(Cl)c3)o2)CC1 | . | . | . | -8% | . | -62% | . | -3 | .
O=C(CSc1nc(=O)n(Cc2ccccn2)c2c1CCC2)Nc1ccccc1 | . | . | . | 1% | . | 0% | . | -1 | .
O=C(Nc1nc2ccc(S(=O)(=O)N3CCCC3)cc2s1)c1ccc(F)cc1 | . | . | . | 2% | . | 0% | . | 21 | .
O=C(COc1ccc(F)cc1)NCCc1nc2ccccc2[nH]1 | . | . | . | -5% | . | 0% | . | 3 | .
CCCn1c2ccc(F)cc2c2nnc(SCCN(CC)CC)nc21 | . | . | . | -3% | . | 0% | . | -6 | .
COc1ccc2c(c1)c1c(c(=O)n(-c3ccc(OC)c(OC)c3)c(=O)n1Cc1ccccc1C)n2C | . | . | . | 0% | . | 0% | . | -2 | .
O=C(Nc1sc2c(c1C(=O)Nc1cccc(Cl)c1)CCCC2)c1cccs1 | . | . | . | -19% | . | 18% | . | 6 | .
Cn1cc(S(=O)(=O)N2CCCCC2)cc1C(=O)NCc1ccc(Cl)cc1 | . | . | . | -6% | . | -5% | . | 2 | .
Cn1ccc2c(OCC(=O)Nc3ccc([N+](=O)[O-])cc3)cccc2c1=O | . | . | . | 5% | . | 5% | . | 5 | .
CCCc1cc(=O)oc2c3c(ccc12)OCN(Cc1ccc(OC)cc1)C3 | . | . | . | 2% | . | 5% | . | ? | .
CCOc1ccc(CN2C(=O)c3ccccc3Sc3ccc(C(=O)NCc4ccc5c(c4)OCO5)cc32)cc1 | . | . | . | 7% | . | 0% | . | 12 | .
CCS(=O)(=O)c1nc(S(=O)(=O)c2ccc(C)cc2)c(NCC(C)C)s1 | . | . | . | 4% | . | 1% | . | 9 | .
COc1ccc(S(=O)(=O)N2CCN(c3ccccc3F)CC2)cc1-c1noc(C)n1 | . | . | . | ? | . | 16% | . | 1 | .
Cc1cccc(Cn2cc(/C=C(/C#N)C(=O)Nc3cccc(Cl)c3)c3ccccc32)c1 | . | . | . | -1% | . | 4% | . | 2 | .
COc1ccc(NC(=O)c2sc3nc(-c4ccc(OC)cc4)cc(C(F)(F)F)c3c2N)cc1 | . | . | . | 1% | . | 0% | . | -4 | .
Cc1cc(F)ccc1NC(=O)CS(=O)(=O)c1cccc2nsnc12 | . | . | . | -3% | . | 10% | . | -3 | .
O=C1NC(Cc2ccccc2)c2nc3ccc(F)cc3c(=O)n2-c2ccccc21 (stereo unspecified) | 0% | . | 16% | . | 6% | . | . | . | ?
Cc1ccc2nc3n(c(=O)c2c1)-c1cc(Cl)ccc1C(=O)NC3Cc1ccc(O)cc1 (stereo unspecified) | 0% | . | -1% | . | -1% | . | . | . | 4%
O=C1NC(Cc2ccccc2)c2nc3cc(F)ccc3c(=O)n2-c2ccccc21 (stereo unspecified) | -2% | . | 0% | . | 3% | . | . | . | ?
CC(C)n1cnc2c(NCc3ccccc3)cc(N[C@@H](CO)Cc3ccccc3)cc21 | -5% | . | -15% | . | -9% | . | . | . | 16µM*
O=C1NC(Cc2ccccc2)c2nc3cc(Cl)ccc3c(=O)n2-c2cc(Cl)ccc21 (stereo unspecified) | 2% | . | 3% | . | -5% | . | . | . | 1%
O=C1NC(Cc2ccc(O)cc2)c2nc3ccc(Br)cc3c(=O)n2-c2ccc(Cl)cc21 (stereo unspecified) | 4% | . | 2% | . | 0% | . | . | . | 17%
Cc1ccc(Oc2ccc(OCC(=O)Nc3ccncc3)cc2)cc1 | -4% | . | -2% | . | 3% | . | . | . | ?
O=C1NC(Cc2ccccc2)c2nc3ccc(F)cc3c(=O)n2-c2cc(Cl)ccc21 (stereo unspecified) | 5% | . | -3% | . | -3% | . | . | . | ?
C[C@H](NC(=O)c1nc[nH]c1C(=O)NC1CCNCC1)C(=O)OCc1ccccc1 | 0% | . | 1% | . | 3% | . | . | . | 27%

Compound profiles, from the list above.
O=C1NC(Cc2ccccc2)c2nc3ccc(F)cc3c(=O)n2-c2cc(Cl)ccc21 (stereo unspecified) in the list: Tb PFK block: 5%; NPC1 prom act: .; p53 reactivator: -3%; FLuc modulator: .; ELG1 genotox: -3%; BRCA1 expr up: .; Rab9 promoter act: .; TRPV1 agonist: .; ELG1 DNA repair: ?
COc1ccc(NC(=O)c2sc3nc(-c4ccc(OC)cc4)cc(C(F)(F)F)c3c2N)cc1 in the list: Tb PFK block: .; NPC1 prom act: .; p53 reactivator: .; FLuc modulator: 1%; ELG1 genotox: .; BRCA1 expr up: 0%; Rab9 promoter act: .; TRPV1 agonist: -4; ELG1 DNA repair: .

(listing goes on)
Molecule | Tb PFK block | NPC1 prom act | p53 reactivator | FLuc modulator | ELG1 genotox | BRCA1 expr up | Rab9 promoter act | TRPV1 agonist | ELG1 DNA repair
CC(=O)Nc1ccc(OCC(=O)Nc2ccc(Cl)c(S(=O)(=O)N3CCOCC3)c2)cc1 | -3% | . | -1% | . | -10% | . | . | . | 5.8µM*
COC(=O)c1cc2c(s1)c1cnn(Cc3ccccc3F)c(=O)c1n2C | 1% | 1% | . | 7% | . | . | 2% | . | .
COc1cccc(Cn2ncc3c4sc(Br)cc4n(C)c3c2=O)c1 | 2% | -5% | . | 1% | . | . | -1% | . | .
Fc1cccc(CNc2ncnc3ccc(-c4ccoc4)cc23)c1 | 0% | 0% | . | 2% | . | . | -1% | . | .
Cc1cc2c(s1)c(C#N)c(C(=O)NCc1ccccc1F)n2C | -22% | -2% | . | -2% | . | . | 17% | . | .
CC(C)(C)[C@H](NC(=O)c1ccc(N)c(Cl)c1)C(=O)N1CCC[C@H]1C(=O)N[C@H](C#N)Cc1nn[nH]n1 | 9% | -3% | . | 4% | . | . | -1% | . | .
Oc1cc(NCc2ccccc2)cc2cccnc12 | -3% | -31%[inhibitor] | . | ? | . | . | -18% | . | .
Oc1ccc(CNc2cccc(C(F)(F)F)c2)c2cccnc12 | -4% | 0% | . | -1% | . | . | 1% | . | .
CC(=O)Nc1cc2c(s1)c1cnn(Cc3ccccc3F)c(=O)c1n2C | -8% | 1% | . | 6% | . | . | -2% | . | .
COc1cccc(Cn2ncc3c4sc(B(O)O)cc4n(C)c3c2=O)c1 | -19% | -11% | . | -3% | . | . | -3% | . | .
O=C(O)c1ccnc2c(O)cccc12 | -13% | 26% | . | -3% | . | . | ? | . | .
Cc1cc2c(s1)c1c(C)nn(Cc3ccccc3F)c(=O)c1n2C | 0% | 1% | . | 1% | . | . | 1% | . | .
Cc1csc(CNc2ncnc3ccc(-c4ccco4)cc23)c1 | 1% | -6% | . | -2% | . | . | 10% | . | .
CCOc1ccc2oc(C(=O)Nc3nccs3)c(C)c2c1 | 8% | . | . | . | 2.6µM* | ? | . | . | ?

Four compounds already listed, sorted by molecular weight, rising.
Molecule | Tb PFK block | NPC1 prom act | p53 reactivator | FLuc modulator | ELG1 genotox | BRCA1 expr up | Rab9 promoter act | TRPV1 agonist | ELG1 DNA repair
O=C(O)c1ccnc2c(O)cccc12 | -13% | 26% | . | -3% | . | . | ? | . | .
Fc1cccc(CNc2ncnc3ccc(-c4ccoc4)cc23)c1 | 0% | 0% | . | 2% | . | . | -1% | . | .
COC(=O)c1cc2c(s1)c1cnn(Cc3ccccc3F)c(=O)c1n2C | 1% | 1% | . | 7% | . | . | 2% | . | .
COc1cccc(Cn2ncc3c4sc(Br)cc4n(C)c3c2=O)c1 | 2% | -5% | . | 1% | . | . | -1% | . | .

A portion of the library; the hit share may differ from the screen's.
